Source: PubChem (several laboratories)
PriA SSB inh: blocks PriA binding to SSB C-terminal tail | AlphaScreen SSBct-PriA binding, biotinylated peptide | inhibition, % at 33 µM | hit rate 0.6% among 430,000; in the data active means inhibition mostly above about 37%, no sharp cut-off; inactive means mostly below about 20%;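 further: plate controls were negative control peptide for no effect and reference peptide for full effect; strong numbers were not always called active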
MazEF act: increases E. coli MazEF RNase cleavage of RNA | P0AE70 | FAM/BHQ RNA-DNA oligo cleavage fluorescence, 5 h | activation, % at 20 µM | hit rate 0.32% among 350,000 | AID 504720; in the data active means activation above about 50%
Anthrax LF inh2: blocks Bacillus anthracis lethal factor protease; P15917; multiplex microsphere protease cleavage assay, LF; AID 588501; hit rate 0.12% among 360,000; inhibition, % at 10 µM; in the data active means inhibition above about 30%; inconclusive means no clear call, values can overlap the other calls; further: plate controls were buffer without enzyme for full effect and enzyme alone for no effect
Y pestis TopoI: blocks Yersinia pestis topoisomerase I activity; Y. pestis Topo-I cleavage product accumulation, plate reader; activity, % at 10 µM; hit rate 0.064% among 360,000; AID 504884; in the data active means activity above about 50%, passing the limit was not always enough; inconclusive means no clear call, values can overlap the other calls; further: inactives centre near 2
Rv3671c inh: Rv3671c (M. tuberculosis) protease inhibition; inhibition, % at 5.96 µM; AID 2606; hit rate 0.048% among 320,000; P9WHR9; in the data active means inhibition above about 38%;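 further: extracellular domain of Rv3671c used as enzyme; 0% = enzyme with DMSO and 100% = no enzyme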
TcdB inh: TcdB glycohydrolase inhibition; P18177; TcdB glycohydrolase enzymatic assay, plate reader; inhibition, % at 9.99 µM; hit rate 0.24% among 350,000; AID 652162; in the data active means inhibition above about 10%
DUSP3 inh: inhibitors of human VHR1 phosphatase (DUSP3). P51452. recombinant VHR phosphatase, pNPP absorbance. inhibition, % at 13.3 µM. hit rate 0.52% among 290,000; in the data active means inhibition above about 50%; further: some compounds called inactive have numbers as strong as hits
PfHsp40 rescue: rescue of PfHsp40-mediated yeast toxicity. S. cerevisiae expressing PfHsp40, growth rescue, ATP luminescence. growth rescue, % at 12.5 µM. hit rate 0.68% among 340,000. AID 504582; in the data active means growth rescue above about 28%, passing the limit was not always enough; inconclusive means no clear call, values can overlap the other calls;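 further: yeast W303a lacking pdr1 and pdr3 grown in galactose medium; growth measured after three days at 30 °C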
Vc quorum ag: induces V. cholerae light production without autoinducers | V. cholerae BH1578 lux reporter, luminescence, 6 h | AID 588436 | hit rate 0.16% among 350,000 | activation, % at 18.7 µM; in the data active means activation mostly above about 9.7%, no sharp cut-off; inconclusive means no clear call, values can overlap the other calls; inactive means mostly below about 3.7%; further: not every result past the cut was called active; inactives centre near 0; reference of the scale not given here
3CLpro inhibitor: SARS-CoV 3CLpro protease inhibition; P0C6X7; recombinant SARS-CoV 3CLpro, quenched FRET peptide cleavage; inhibition, % at 6 µM; hit rate 0.14% among 290,000; in the data active means inhibition above about 12%
Active calls of the source: *; i = inactive; ? = inconclusive; . = no result given; & = joins results of further samples. Not all compounds are listed. The share of hits here may be higher or lower than overall.

1) O=C(CCN1CCN(C(c2ccccc2)c2ccccc2)CC1)N/N=C/c1ccc(O)cc1O
2) CC(=O)c1ccc(OC(=O)C2c3ccccc3Oc3ccccc32)cc1
3) CC(C)NC(=O)N(C)C[C@@H]1OCc2cnnn2CCCC(=O)N([C@@H](C)CO)C[C@H]1C
4) O=C(O)CCNC(=O)c1ccc(Br)o1
5) CCN(CC)c1ccc(NC(=O)CN2CCN(c3ccccn3)CC2)cc1
6) CCCC(c1nnnn1Cc1ccc(OC)cc1)N1CCN(c2ccccc2OC)CC1 (stereo not given)
7) COc1cc(/C=N/n2c(C)nc3ccccc3c2=O)ccc1O
8) COc1ccc(CC(=O)N2CCCC(CNC(=O)c3ccccc3Cl)C2)cc1 (stereo not given)

Screen / compound no.	1	2	3	4	5	6	7	8
PriA SSB inh	.	-10	.	-12	5	-6	.	-6
MazEF act	4	-3	4	2	2	3	5	1
Anthrax LF inh2	0	-3	-3	2	10	-3	-10	-2
Y pestis TopoI	5	39	4	6	17	25	-1	9
Rv3671c inh	10	14	.	3	5	8	1	5
TcdB inh	.	.	1.7&-2.2	.	-42	.	1.7	-4.2
DUSP3 inh	21	-12	.	14	27	14	64	18
PfHsp40 rescue	3.8	-1.1	.	-0.4	2.0	-0.2	2.0	1.0
Vc quorum ag	-0.3	-2.6	-1.1	0.8	-1.9	-0.4	1.2	-0.3
3CLpro inhibitor	1	3	.	5	-4	-4	5	1

9) CCN(Cc1ccncc1)C(=O)CCc1nnc(CCc2ccc(OC)cc2)o1
10) CCN(CC(=O)NCc1ccccn1)S(=O)(=O)c1cc(Cl)ccc1Cl
11) Cc1nn(C)c(Cl)c1C(N)=O
12) O=C(CNC(=O)c1ccco1)NCC(=O)OCc1ccc(F)cc1
13) COc1ccc2[nH]c(=O)c(CN(C)C(=O)c3ccncc3)cc2c1
14) COc1ccc(NC(=O)COC(=O)CCSc2ccccc2)cc1
15) Fc1ccccc1CCNCc1cccc(Cl)c1Cl
16) COc1cccc(NC(=O)COC(=O)CCCC2=NS(=O)(=O)c3ccccc3N2)c1

Screen / compound no.	9	10	11	12	13	14	15	16
PriA SSB inh	-7	-14	-5	-4	3	1	-45	-13
MazEF act	-7	4	-3	6	-2	-14	-8	1
Anthrax LF inh2	-2	3	-6	6	0	1	-12	-1
Y pestis TopoI	8	4	7	3	1	16	11	0
Rv3671c inh	-2	3	4	3	-1	1	-2	-7
TcdB inh	1.1	3.3	1.8	-2.1	.	0.4	.	-0.4
DUSP3 inh	-17	.	-32	3	12	.	23	-20
PfHsp40 rescue	-0.4	-1.0	0.4	0.0	16	-1.5	-0.8	2.2
Vc quorum ag	i	i	-8.7	i	i	5.6	-7.1	-0.2
3CLpro inhibitor	2	.	4	-1	-1	.	2	5

17) CCn1cc([N+](=O)[O-])c(C(=O)N2CCCCCC2)n1
18) Cc1ccc2nc(SCC(=O)Nc3ccc(C)c(Cl)c3)nc(=O)n2c1
19) O=C(O)c1ccccc1-c1ccc(/C=C2\SC(=O)N(c3ccccc3)C2=O)o1
20) COc1ccc(C2CC(c3cccs3)=NN2C(=O)CN2CCCCC2)cc1 (stereo not given)
21) COc1ccc(/C(N)=N/OC(=O)N2CCOCC2)cc1
22) CCOc1ccccc1/C=N/NC(=O)c1c(C)nc2ccc(Br)cn12
23) Cc1ccc(-n2c(-c3ccccc3)cc(=O)nc2C)cc1
24) Cc1ccc(S(=O)(=O)N2CCOCC2)cc1NC(=O)CSc1nnc2cc(C)c3ccccc3n12

Screen / compound no.	17	18	19	20	21	22	23	24
PriA SSB inh	-9	-7	-8	-7	.	.	4	-2
MazEF act	-6	74*	5	-1	-3	8	4	4
Anthrax LF inh2	0	-1	4	-2	-1	5	-2	0
Y pestis TopoI	-2	4	3	8	3	14	4	-1
Rv3671c inh	-5	1	7	9	-3	5	10	0
TcdB inh	0.8	-0.3	-0.3	0.2	-8.8	7.0	.	.
DUSP3 inh	14	.	-16	28	10	2	38	5
PfHsp40 rescue	1.1	1.8	-0.3	-0.1	0.5	-1.3	-0.7	0.7
Vc quorum ag	-3.6	1.9	-0.7	-0.5	-0.2	-0.4	-0.3	-0.1
3CLpro inhibitor	0	.	4	-5	-2	-3	-3	1

25) CC(=O)Cc1nsc(NC(=O)c2cc(-c3ccc(Cl)c(Cl)c3)oc2C)n1
26) Cc1ccc(Cn2cccc(NS(C)(=O)=O)c2=O)cc1
27) CN(C)/C=N/c1c(C#N)nnn1Cc1ccccc1
28) COc1ccc(-n2c(=O)[nH]cc(C(=O)Nc3ccc(NC(C)=O)cc3)c2=O)cc1
29) C[C@H](NC(=O)c1ccccc1Cl)C(=O)OCC(=O)N1CCN(c2ccccc2)CC1
30) O=C(COc1ccc(-n2cnnn2)cc1)NCCc1ccc(F)cc1
31) O=C(OCc1ccccc1Cl)C1CC(=O)N(Cc2ccco2)C1 (stereo not given)
32) CC(C)(C)N1CC2([N+](=O)[O-])CN(C(C)(C)C)CC([N+](=O)[O-])(C1)C2

Screen / compound no.	25	26	27	28	29	30	31	32
PriA SSB inh	-12&-2&0	-5	.	-19	0	-23	-3	-1
MazEF act	-29	1	-4	5	7	0	-3	-1
Anthrax LF inh2	-3	-11	-2	-3	4	4	?	1
Y pestis TopoI	3	-3	4	-6	13	-7	11	-1
Rv3671c inh	-8	.	-3	-2	-3	-1	0	-1
TcdB inh	.	0.8	.	.	1.6	.	1.7	.
DUSP3 inh	5	13	13	18	.	15	.	5
PfHsp40 rescue	0.9	0.5	-0.2	0.5	0.0	-1.4	-0.7	-1.4
Vc quorum ag	-3.0	i	-0.8	i	i	-0.5	-1.7	i
3CLpro inhibitor	0	4	-9	1	.	-5	.	-4

33) O=C(CCCCC(=O)Nc1ccccc1Cl)Nc1ccccc1Cl
34) Cc1csc(=O)n1CC(=O)OCC(=O)NNC(=O)c1ccccc1
35) CC(=NNC(=S)Nc1ccccc1Cl)c1ccccn1
36) CC(C)c1ccccc1OCC(=O)N(C)CC(=O)Nc1ccc(F)cc1
37) Cc1cccc(Cc2nnc(CCC(=O)N(CC3CC3)CC3CCCO3)o2)c1 (stereo not given)
38) CC(=O)Nc1cc(-c2ccc(F)cc2)cn2c(-c3ccc(S(C)(=O)=O)cc3)cnc12
39) C#CCN(C[C@@H]1[C@@H](OC(=O)NCc2ccc(OC)c(OC)c2)[C@@H](OC(=O)NCc2ccc(OC)c(OC)c2)Cn2c(=O)ccc(=O)n21)S(=O)(=O)c1ccc(C)cc1
40) CC(Cc1ccccc1)N1Cc2ccccc2C1 (stereo not given)

Screen / compound no.	33	34	35	36	37	38	39	40
PriA SSB inh	-8	0	32	-14	-6	.	.	-23
MazEF act	-26	0	3	5	8	.	9	0
Anthrax LF inh2	-6	-2	9	.	-3	7	-4	-12
Y pestis TopoI	-5	-3	8	0	3	-4	25	0
Rv3671c inh	5	-2	.	6	-9	.	.	1
TcdB inh	0.2	2.0	-0.2	0.8	0.1	2.9	-1.1	.
DUSP3 inh	21	19	.	.	3	.	.	.
PfHsp40 rescue	-1.9	-0.6	200*	0.9	0.0	.	.	0.9
Vc quorum ag	i	i	i	-0.3	-0.2	-3.7	-0.4	i
3CLpro inhibitor	6	-2	.	.	1	.	.	2

Retrieved by structure from the entries so far:
25) CC(=O)Cc1nsc(NC(=O)c2cc(-c3ccc(Cl)c(Cl)c3)oc2C)n1
18) Cc1ccc2nc(SCC(=O)Nc3ccc(C)c(Cl)c3)nc(=O)n2c1
11) Cc1nn(C)c(Cl)c1C(N)=O

Screen / compound no.	25	18	11
PriA SSB inh	-12&-2&0	-7	-5
MazEF act	-29	74*	-3
Anthrax LF inh2	-3	-1	-6
Y pestis TopoI	3	4	7
Rv3671c inh	-8	1	4
TcdB inh	.	-0.3	1.8
DUSP3 inh	5	.	-32
PfHsp40 rescue	0.9	1.8	0.4
Vc quorum ag	-3.0	1.9	-8.7
3CLpro inhibitor	0	.	4

More structures
41) Cn1c(-c2ccccc2)cnc1SCC(=O)N1CCCc2ccccc21
42) O=C(CN(c1ccccc1)S(=O)(=O)c1ccccc1)N1CCOCC1
43) Cc1cc(/C=C(\C#N)C(=O)NCc2ccco2)c(C)n1-c1cccnc1
44) Cc1cccc2c1N(C(=O)c1ccco1)C(C)(C)c1ssc(=S)c1-2
45) CCCCN(C(=O)c1cc(CN2C(=O)c3ccccc3C2=O)ccc1OC)c1c(N)n(CC(C)C)c(=O)[nH]c1=O
46) Cc1nc2ccc3[nH]snc3c2n1
47) Cc1[nH]c2ccccc2c1CCNC(=O)CCC(=O)c1ccccc1
48) COc1ccc(CN(C)CC2CCCN(CCc3ccc(F)cc3)C2)cc1OC (stereo not given)

Screen / compound no.	41	42	43	44	45	46	47	48
PriA SSB inh	42	-13	-1	5	-6	-21	-9	6
MazEF act	-11	-6	6	-7	13	2	-1	2
Anthrax LF inh2	2	-4	3	-2	-1	-1	-3	4
Y pestis TopoI	-2	-2	5	2	6	3	-7	3
Rv3671c inh	-3	1	-2	0	.	3	6	.
TcdB inh	1.4	1.9	1.7	.	2.9	.	0.1	2.1
DUSP3 inh	24	18	21	30	.	7	28	21
PfHsp40 rescue	0.2	0.3	0.0	-0.6	-0.5	0.4	0.2	0.1
Vc quorum ag	-0.3	-0.3	-0.6	-0.3	-2.7	i	-2.1	-2.0
3CLpro inhibitor	3	3	0	6	.	-5	-4	3

49) O=C(CCn1nc(-c2ccccc2)ccc1=O)NCCCN1CCCCCC1
50) O=C(OCC1CCCN2CCCCC12)c1ccc2c(c1)OCO2 (stereo not given)
51) Cc1cccc(C(=O)NC(C(=O)Nc2nc(-c3ccccn3)cs2)C(C)C)c1 (stereo not given)
52) CC(=O)c1ccc(NC(=S)N2CCCCCC2)cc1
53) C#CCNC(=O)C1=C[C@@H](C2CCCCC2)C[C@@H](OCc2ccc(CO)cc2)O1
54) COc1ccc(S(=O)(=O)Nc2ccc3c(c2)C(=O)N([C@H](C)CO)C[C@@H](C)[C@@H](CN(C)S(=O)(=O)c2ccc(Cl)cc2)O3)cc1
55) CCC(C(=O)O)n1nc(-c2ccccc2)c2cc(Cl)ccc21 (stereo not given)
56) COc1ccccc1NC(=O)c1csc(-n2nc(C)cc2C(F)(F)F)n1

Screen / compound no.	49	50	51	52	53	54	55	56
PriA SSB inh	10	0	6	0	6	-6	-1	-4
MazEF act	2	-2	0	5	0	0	0	9
Anthrax LF inh2	-1	-10	-2	-2	4	-4	0	-2
Y pestis TopoI	11	2	-4	3	34	4	10	-2
Rv3671c inh	-13	-7	-6	13	-10	-4	10	4
TcdB inh	-0.8	0.5	-1.7	1.0	0.4&1.7	0.8	0.3	.
DUSP3 inh	24	32	18	28	18	.	24	11
PfHsp40 rescue	0.2	-0.6	-3.6	-1.4	1.1	4.2	1.3	0.6
Vc quorum ag	-0.6	i	-0.2	-0.2	-0.8	i	-1.6	i
3CLpro inhibitor	1	1	4	6	-4	.	6	-3

57) CC(C)CNC(=O)CC1Nc2ccccc2NC1=O (stereo not given)
58) Cc1sc2ncn(CC(=O)N3CCN(c4ccccc4)CC3)c(=O)c2c1S(=O)(=O)N1CCOCC1
59) CC1SC(c2ccc(F)cc2)NC1=O (stereo not given)
60) Cc1ccc(C)c(CN2C(=O)CSc3ccc(C(=O)N4CCCC4)cc32)c1
61) CCn1c(SCc2nc(-c3ccc(OC)c(OC)c3)no2)nnc1-c1cccs1
62) O=S(Cc1cc(Sc2ccccc2)nc(-c2ccccc2)n1)c1ccccc1 (stereo not given)

Screen / compound no.	57	58	59	60	61	62
PriA SSB inh	-13	1	-10	-1	-3	-10
MazEF act	3	7	7	9	5	-1
Anthrax LF inh2	-7	-2	-2	-3	-3	-4
Y pestis TopoI	3	10	1	15	16	45
Rv3671c inh	-9	10	3	-6	3	-5
TcdB inh	.	0.5	-0.2	-0.3	4.9	.
DUSP3 inh	22	17	27	0	13	11
PfHsp40 rescue	-0.4	1.3	1.9	-1.7	2.0	2.5
Vc quorum ag	-1.3	-0.4	0.1	-0.6	-7.7	i
3CLpro inhibitor	-3	-1	-3	3	0	-2
